# Source: PubChem (several laboratories)
# Cardio protect: myocardial damage modulation in H9c2 cells; protection from H2O2 cell death, % at 20 µM; H9c2 cardiomyocytes, H2O2 injury protection, ATPLite, 2 h; actives 0.63% (n = 360,000);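 active = compounds giving at least 50% protection of heart cells from peroxide-induced death in the single-dose screen, raw or plate-pattern-corrected value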;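 note: 0% = DMSO wells with peroxide and 100% = DMSO wells without peroxide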
# ABCB6 inh MLPCN: inhibitors of human ABC transporter ABCB6; Q9NP58; K562-ABCB6 porphyrin accumulation, flow cytometry, 1 h; active compounds read low; fluorescence ratio to DMSO, % at 10 µM; actives 0.19% (n = 360,000); AID 602162;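 active = fluorescence ratio to DMSO below 75%, the collection mean minus 3 SD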;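 note: signal is porphyrin accumulated inside mitochondria; 100% equals median channel fluorescence of DMSO control wells; lower ratio means ABCB6 inhibition with less porphyrin fluorescence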
# PDI turbidity: blocks human protein disulfide isomerase activity; inhibition, % at 10 µM; AID 588391; PDI insulin aggregation turbidity, A650, 90 min; actives 0.052% (n = 350,000);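 active = mean inhibition across replicates of 30% or more, whatever share of single replicates reach that level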;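 note: absorbance from insulin aggregation driven by PDI reduction with DTT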
# Target sequence (P07237 whole entry, looked up): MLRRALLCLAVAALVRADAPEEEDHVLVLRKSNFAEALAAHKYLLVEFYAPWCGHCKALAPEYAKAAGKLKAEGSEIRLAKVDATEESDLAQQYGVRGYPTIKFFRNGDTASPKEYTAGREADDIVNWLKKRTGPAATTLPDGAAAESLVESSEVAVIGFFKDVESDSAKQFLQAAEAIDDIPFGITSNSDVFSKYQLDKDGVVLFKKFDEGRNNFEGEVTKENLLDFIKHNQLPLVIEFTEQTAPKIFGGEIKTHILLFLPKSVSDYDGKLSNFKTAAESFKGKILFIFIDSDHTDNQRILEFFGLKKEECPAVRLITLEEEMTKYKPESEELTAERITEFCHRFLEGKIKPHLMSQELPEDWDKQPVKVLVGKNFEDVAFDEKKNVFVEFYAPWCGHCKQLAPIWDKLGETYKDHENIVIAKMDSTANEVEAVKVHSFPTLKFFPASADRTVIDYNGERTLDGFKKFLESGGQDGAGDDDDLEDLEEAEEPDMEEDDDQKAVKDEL
# aDG glyco up: alpha-DG glycosylation activation | activation, % at 10 µM | AID 624168 | Pro5-aDG cells, alpha-DG glycosylation AlphaScreen (IIH6); 0% Pro5, 100% B10-LARGE cell signal | actives 0.22% (n = 360,000);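 active = activation of at least 8% versus controls, or a plate z-score of at least 8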;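 note: Pro5 are CHO cells carrying HIG-tagged alpha-DG that lacks glycosylation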
# Exocytosis inh: blocks lytic granule exocytosis; TALL-104 LAMP-1 surface exposure, flow cytometry; cells stimulated with thapsigargin and PMA; inhibition, % at 10 µM; actives 0.66% (n = 360,000); AID 651702;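 active = inhibition above about 55%, limit read from the data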
# N-glyco inh: blocks N-linked glycosylation in D54 reporter cells; reporter increase, % at 12.5 µM; actives 0.23% (n = 360,000); D54 ERlucT glycosylation luciferase reporter, 24 h; percent of 100 nM tunicamycin response; AID 588692;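 active = mean luciferase reporter signal, scaled so untreated is 0 and the glycosylation-blocking control 100, at or above a set limit in every replicate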;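 note: luciferase carries N-glycosylation sites so blocking glycosylation raises the light; 0% = median of neutral control wells and 100% = median of 100 nM tunicamycin wells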
# hiPSC survival: increases survival of single human iPS cells; actives 0.044% (n = 360,000); hiPSC single-cell survival, ATPlite luminescence; 100% = ROCK inhibitor wells, 0% = DMSO; survival enhancement, % at 20 µM; AID 602274; in the data active = survival enhancement above about 18%;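 note: cells exposed to compounds for 16 hours before the ATP read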
# m5-HT2A agonist: mouse HTR2A agonism via beta-arrestin recruitment. P35363. activation, % at 7.6 µM. CHO-K1 mHTR2A beta-arrestin complementation, luminescence; percent of 30 µM serotonin response. actives 0.66% (n = 360,000);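 active = activation above a run cutoff, the mean activation of all tested compounds plus 3 SD, cut at about 14% in these data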;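 note: 0% = plate median of compound wells and 100% = 30 µM serotonin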
# Target sequence (P35363 whole entry, looked up): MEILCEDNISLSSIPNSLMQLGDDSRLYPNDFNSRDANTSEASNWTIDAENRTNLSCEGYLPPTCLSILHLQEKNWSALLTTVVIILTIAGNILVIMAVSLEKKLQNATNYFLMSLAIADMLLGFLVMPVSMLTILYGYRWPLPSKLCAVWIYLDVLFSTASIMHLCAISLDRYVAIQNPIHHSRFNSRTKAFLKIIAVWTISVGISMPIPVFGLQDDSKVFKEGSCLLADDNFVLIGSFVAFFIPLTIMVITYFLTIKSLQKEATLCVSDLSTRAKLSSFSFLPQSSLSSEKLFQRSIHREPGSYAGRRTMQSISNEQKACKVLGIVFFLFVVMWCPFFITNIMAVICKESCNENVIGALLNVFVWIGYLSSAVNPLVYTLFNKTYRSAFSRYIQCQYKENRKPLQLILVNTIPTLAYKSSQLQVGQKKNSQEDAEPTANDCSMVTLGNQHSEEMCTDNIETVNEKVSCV
# Vif imaging: inhibitors of HIV Vif; HEK293T cells, Vif self-association by quenched fluorescence, imaging, 24 h; inhibition, % at 7.49 µM; actives 0.35% (n = 340,000); AID 602346; in the data active = inhibition above about 50%, passing the limit was not always enough; note: some results filed as inactive read as strong as hits
# CaV13 ICDI inh: Primary screen for inhibitors of IQ motif and Ca2+-dependent inactivation inhibitor domain binding in CACNA1D, Förster resonance energy transfer in living cells, …. HEK cells, CFP/YFP FRET ICDI-IQ, plate reader, 10 min; percent FRET-ratio fall versus neutral wells. inhibition, % at 12.3 µM. actives 0.098% (n = 340,000). AID 743397;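 active = mean replicate inhibition of at least 30% and at least 1% of replicates passing that level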;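 note: 0% = median of the neutral control wells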
# The depositor's hits bear a star; x = not tested or not shown. Hits appear at their usual frequency. About 3.1% of those tested had a hit in this group.
SMILES,Cardio protect,ABCB6 inh MLPCN,PDI turbidity,aDG glyco up,Exocytosis inh,N-glyco inh,hiPSC survival,m5-HT2A agonist,Vif imaging,CaV13 ICDI inh
Cc1cc(OCCCC(=O)Nc2nnc(C3CC3)s2)ccc1Cl,7,103,-12,-0.3,-13,2,15,4,-12,-2
CCN(CC)C(=O)[C@H]1C[C@H](CC(=O)NCCCOC)C(=O)N2CCc3c([nH]c4cc(CCC(=O)N(C)C)ccc34)[C@]12C,6,105,-4,-0.1,-3,0,2.6,-5,26,-6
O=C(CN1C(=O)c2ccccc2S1(=O)=O)NCc1cccs1,2,97,-4,-0.1,-2,0,-0.5,4,-4,-6
C#Cc1cccc(Nc2nc(NCc3ccccc3)nc3ccsc23)c1,-20,88,1,4.8,16,-5,-1.3,-5,x,-5
CC(C)CCn1c(=O)c2ccccc2n2c(CN3CCCC3)nnc12,-9,101,-5,0.2,-2,-1,0.1,-3,3,-5
Cc1nnc(SCC(=O)NC2CCS(=O)(=O)C2)n1-c1ccccc1 (stereo not given),8,97,3,0.2,-1,1,-0.3,1,-2,-3
CCCCC1=CC2=CC(=O)C(C)(OC(=O)CC)C(=O)C2=CN1CCCOC(C)C (stereo not given),2,100,-5,0.0,26,3,-2.9,3,-4,-6
CCOc1cc(/C=N\O)cc(Cl)c1OCC,0,99,-10,0.0,-2,-1,-1.7,-2,-1,-5
C=CCC1(O)C(=O)N2C(=C1C(=O)N1CCOCC1)c1ccccc1CC2(C)C (stereo not given),2,104,3,-0.2,3,1,-2.6,2,10,-4
Cc1ccccc1C(=O)Nc1nnc(S(=O)(=O)N(C)Cc2ccco2)s1,-3,105,3,0.0,-12,0,0.2,6,-12,-7
Cc1ccccc1NC(=O)NC(C)(C)CC(C)(C)C,0,99,-13,0.2,4,2,-0.4,3,-2,-7
COc1ccc(C2NC(c3ccc(OC)cc3)C(C)C(=O)C2C)cc1 (stereo not given),-2,100,3,-0.1,-7,1,-0.3,-5,-11,-16
COc1cccc2sc(NC(=O)c3ccc(Br)s3)nc12,-24,108,-4,-0.2,0,1,-4.3,-8,-14,-1
N#Cc1ccccc1NC(=O)c1ccc2c(Cl)c3c(nc2c1)CCCC3,-1,94,7,1.1,-3,-3,-1.2,11,6,-11
O=C(Nc1ccc(F)cc1)c1cccnc1Oc1ccccc1,12,97,-11,0.0,-19,-2,-0.7,-6,2,-20
O=C(NCc1cccs1)C1CCCN(S(=O)(=O)c2cccs2)C1 (stereo not given),2,101,0,0.0,0,-2,-4.6,1,0,-4
O=C(NCc1ccc2c(c1)OCO2)c1c(-c2ccccc2)sc2ccccc12,-22,102,-2,0.0,4,-3,2.1,5,x,-7
COc1ccccc1-c1coc2c(CN3CCN(C)CC3)c(O)ccc2c1=O,0,96,0,-0.2,5,0,-3.3,2,x,-6
COc1cccc(OC)c1C(=O)NNC(=O)c1cccnc1,4,97,4,-0.1,-4,1,-0.4,2,-10,-3
O=C(O)CSC1=NC(=Nc2cccc(Cl)c2)C2(CCCCC2)N1c1ccccc1,2,100,-10,0.0,1,2,0.1,-1,7,-3
Cc1nc2ccccc2c2oc(C(=O)NCC3CCCO3)cc12 (stereo not given),21,100,6,-0.1,2,-1,-1.3,4,-8,-9
O=C(O)CCC(=O)c1ccc2c(c1)OCCCO2,2,96,0,-0.1,2,1,-2.1,3,0,-5
CN(C)C(=O)COC(=O)c1cccc(CN2C(=O)c3ccccc3C2=O)c1,0,100,7,-0.1,-1,-1,3.2,-6,1,-5
CCC1CN(C(=O)N2CCC(C(=O)NCc3cc(OC)c(OC)c(OC)c3)CC2)c2ccccc2O1 (stereo not given),5,101,6,0.1,-2,1,-0.1,0,-3,-6
O=C(CN1CCN(S(=O)(=O)c2ccccc2Cl)CC1)NCC1(N2CCOCC2)CCCCC1,8,91,1,0.4,2,-1,0.7,-4,-5,-6
O=C(Nc1ncccc1O)c1cccc(S(=O)(=O)N2CCCC2)c1,2,104,11,0.0,-2,0,-0.1,2,-11,-3
O=C(NCc1ccccn1)c1ccc([N+](=O)[O-])cc1,2,99,3,0.2,1,2,-2.8,3,8,28
COc1ccccc1NC(=O)Nc1ccc2c(c1)nc(C)n2C,-27,90,1,0.0,-1,-12,-1.1,0,3,-3
COc1cccc(-c2cnc(C(O)c3cc(F)cc(Cl)c3)[nH]2)c1 (stereo not given),-4,91,6,0.0,-6,1,-1.1,-1,-2,-7
O=C(COC(=O)Cc1ccc(S(=O)(=O)N2CCOCC2)s1)Nc1ccc2c(c1)OCO2,14,94,11,-0.1,0,0,-2.3,-1,10,-4
Cc1ccc[n+](CC(=O)Nc2cccc([N+](=O)[O-])c2)c1,1,106,-2,-0.2,3,0,0.3,1,2,-19
CCn1cnc2c1c(=O)n(CC(=O)OC(C)C(N)=O)c(=O)n2Cc1ccccc1 (stereo not given),4,99,-1,-0.3,-13,3,-0.1,2,0,-3
N=C1/C(=C\c2ccc(-c3cccc(C(=O)O)c3)o2)C(=O)N=C2SC=C(c3ccccc3)N12,13,106,-3,-0.3,-1,2,2.7,-3,-3,-59
COc1ccc(Cl)c(-c2cc(C(=O)Nc3ccccc3)[nH]n2)c1,-7,100,-36,0.6,8,-5,-1.0,-5,-9,-6
Cc1cccc(/C=N/NC(=O)Cn2nccc2C)n1,-9,105,-21,0.1,-1,3,1.1,3,4,-3
O=C(Nc1ccccc1-c1ccccc1)NC1CC2CCCC(C1)N2CCc1ccccc1 (stereo not given),2,99,16,0.2,1,1,-2.3,0,x,6
NC(=O)C1CCN(c2nc(-c3cccnc3)cs2)CC1,0,105,2,0.4,5,2,-0.4,1,-4,-7
COc1ccc(CNc2ncccn2)cc1OC,18,98,-2,-0.4,0,2,1.3,3,11,-5
CC(=O)Oc1ccc(C2=Cc3ccc(OC(C)=O)cc3OC2C)cc1 (stereo not given),-6,99,-9,-0.1,5,7,1.4,3,33,-5
COc1ccc(NC(=S)Nc2ccc(F)cc2)c(OC)c1,4,93,-1,0.1,1,0,4.2,1,13,x
Cc1ccc(NC(=O)c2ccc(OCc3c(C)noc3C)cc2)c(C)c1,1,96,-4,0.1,2,1,-0.4,-9,0,-3
Cn1c(C(=O)O)c(CC(=O)Nc2ccc3c(c2)OCCO3)c2ccccc21,-8,111,-2,-0.1,-1,-12,0.9,-3,x,-5
OCCC1CN(Cc2cccn2-c2cccnc2)CCN1C1CCCCC1 (stereo not given),4,102,-2,-0.1,-3,0,-0.6,3,-5,-7
Cc1ccc(S(=O)(=O)N2CCN(C(=O)COC(=O)CCOc3ccccc3C)CC2)c(C)c1,-2,90,1,0.2,-12,3,-0.2,11,-16,-4
COC(=O)c1cc(C(=O)OCC(=O)NC2CCCCCCC2)cc([N+](=O)[O-])c1,0,102,4,0.0,0,1,5.5,-1,-3,-5
CC1CCc2sc(C(=O)NN=C3CCC(c4ccccc4)CC3)cc2C1 (stereo not given),7,98,-1,-0.5,1,-2,-3.9,1,7,-5
Cc1cc(C(=O)COc2ccc(-c3nnco3)cc2)c(C)n1Cc1ccccc1,-13,104,-12,0.6,-2,-5,-1.6,-3,-23,-5
Cc1sc(-n2c(C)ccc2C)c(C#N)c1C,-1,105,6,-0.2,-2,4,-3.4,4,-5,-9
CN(C)C(CNc1ccc(S(C)(=O)=O)cc1[N+](=O)[O-])Cc1ccccc1 (stereo not given),-2,87,16,-0.2,0,3,-0.4,2,5,-7
Cc1cc(C)nc(SCc2nc(N)nc(-c3ccccc3O)n2)n1,14,88,-8,0.1,-1,x,-1.3,2,x,-3
# (more compounds)
SMILES,Cardio protect,ABCB6 inh MLPCN,PDI turbidity,aDG glyco up,Exocytosis inh,N-glyco inh,hiPSC survival,m5-HT2A agonist,Vif imaging,CaV13 ICDI inh
CCN(CC)C(=O)Cn1cc(SCC(=O)Nc2cc(C)on2)c2ccccc21,4,98,-6,0.1,-4,0,0.7,2,0,-7
CCCC(=O)n1nc(NCc2ccc(OC)cc2)nc1NCc1ccc(OC)cc1,-6,96,7,-0.2,-8,0,0.3,-6,4,-3
COc1ccc(S(=O)(=O)N2CCOCC2)cc1NC(=O)CSc1ncccn1,-2,93,-5,0.2,-1,1,-3.8,-8,-3,-7
O=C(CN1C(=O)CSc2ccc(S(=O)(=O)N3CCOCC3)cc21)NCCCN1CCc2ccccc2C1,6,96,7,-0.4,2,0,-3.0,3,-9,-3
CC(OC(=O)c1cc(=O)[nH]c2ccccc12)c1ccccc1 (stereo not given),3,102,7,-0.3,4,-2,1.2,0,-5,-8
CCNC(=S)N(Cc1cc2c(C)ccc(C)c2[nH]c1=O)C1CCCC1,-6,90,5,-0.3,1,2,-0.1,4,-8,-5
COc1ccc([N+](=O)[O-])cc1N(CC(O)CN1C(=O)NC(C)(C)C1=O)S(=O)(=O)c1ccc(C)cc1 (stereo not given),-4,97,9,0.5,-2,0,2.8,-2,-4,-10
CCn1nnnc1SCC(=O)N1c2ccccc2NC(=O)CC1C (stereo not given),5,95,-2,-0.1,0,2,-0.4,2,23,-3
Cc1oc(-c2cccc(Cl)c2)[n+]([O-])c1C,10,91,2,-0.1,8,1,1.1,1,9,-5
CC(Cc1cccs1)NC(=O)CCCn1nnnc1CN1CCOCC1 (stereo not given),3,101,2,-0.3,7,1,2.2,1,7,-5
CC(=O)Nc1ccc(NC(=O)C2CCCN2S(=O)(=O)c2cccc3nsnc23)cc1 (stereo not given),7,92,8,-0.3,-2,0,1.0,-5,-8,-4
COc1cccc(NC(=O)C2(C)CCCN2C(=O)C(C)C)c1OC (stereo not given),0,99,-16,0.3,7,0,1.1,2,6,-7
Cc1nn(CCc2nn[nH]n2)c2nc(-c3ccc(C4CCCCC4)cc3)cc(C(F)(F)F)c12,-16,101,-4,0.3,0,4,-0.3,9,5,14
COc1ccc(C(CNC(=O)c2cccc(S(=O)(=O)Nc3ccccc3Cl)c2)N2CCOCC2)cc1 (stereo not given),-10,99,0,-0.1,22,1,0.6,-6,-8,-7
NNC(=O)c1ccc2ccccc2n1,2,96,-6,-0.2,0,2,10,-4,x,-6
O=C(COC(=O)Cc1ccccc1[N+](=O)[O-])NCc1ccc(Cl)cc1,-7,96,-5,0.0,3,4,-1.7,1,2,-5
COc1cc(C(C)=O)ccc1OCC(O)Cn1nc(C)c(C(C)=O)c1C (stereo not given),5,98,4,0.0,0,1,0.5,-1,-3,-2
CCOC(=O)C(C)Sc1nc(-c2ccccc2)nc2ccccc12 (stereo not given),-2,103,1,0.3,-14,-4,0.5,-2,19,5

# Full records from above.
# `Cc1cccc(/C=N/NC(=O)Cn2nccc2C)n1` is entered as Cardio protect: -9; ABCB6 inh MLPCN: 105; PDI turbidity: -21; aDG glyco up: 0.1; Exocytosis inh: -1; N-glyco inh: 3; hiPSC survival: 1.1; m5-HT2A agonist: 3; Vif imaging: 4; CaV13 ICDI inh: -3
# `COc1cccc(OC)c1C(=O)NNC(=O)c1cccnc1` is entered as Cardio protect: 4; ABCB6 inh MLPCN: 97; PDI turbidity: 4; aDG glyco up: -0.1; Exocytosis inh: -4; N-glyco inh: 1; hiPSC survival: -0.4; m5-HT2A agonist: 2; Vif imaging: -10; CaV13 ICDI inh: -3
